Compound activity as filed in PubChem BioAssay.
WRN inhibitor = inhibitors of human WRN helicase; 360,000 tested, 0.46% active; WRN helicase unwinding, fluorescent forked duplex, kinetic; Q14191; AID 651768; Potency, µM (highest dose often 114 µM), for the others: top-dose activity change, negative = inhibition, usual class: inhibitors; also: potency is read from the fitted curve at half-maximal effect; % is scaled to controls: 0 for no effect and ±100 for the full control effect; nearly all actives have a fitted effect of over 55% in size
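Screening of the MLSMR collection measured strand separation of a quenched forked DNA duplex (100 nM) by 20 nM WRN with 2 mM ATP, all final. Compounds were preincubated with enzyme 15 min at room temperature.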
IL-2 act = IL-2 activation; IL-2 activation reporter assay, cell-based qHTS; stimulated with anti-CD3/CD4/CD28 beads; in transgenic mouse T cells; activation, % (series mostly up to about 46 µM); 360,000 tested, 0.065% active; in the data active = activation above about 50%; inconclusive = mostly about 30% to 49%; also: 0% is about no effect
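Readout: EGFP and DsRed signals by fluorescent plate cytometry. Unstimulated transgenic mouse T cells received compound 60 min before antibody-bead stimulation, then incubated 18 h at 37 degrees C.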
PI5P4K alpha inh = inhibitors of human PI5P4K alpha; P48426; 330,000 tested, 1.2% active; max response, %; PI5P4Kalpha enzyme, ADP-Glo luminescence, 60 min; stronger effect = lower value; active = max response of -50% or lower; inconclusive = between -30% and -50%; inactive = -30% or higher; also: value at the top dose of about 77 µM; % is scaled to controls: 0 for no effect and ±100 for the full control effect
Target sequence (P48426 whole entry, looked up): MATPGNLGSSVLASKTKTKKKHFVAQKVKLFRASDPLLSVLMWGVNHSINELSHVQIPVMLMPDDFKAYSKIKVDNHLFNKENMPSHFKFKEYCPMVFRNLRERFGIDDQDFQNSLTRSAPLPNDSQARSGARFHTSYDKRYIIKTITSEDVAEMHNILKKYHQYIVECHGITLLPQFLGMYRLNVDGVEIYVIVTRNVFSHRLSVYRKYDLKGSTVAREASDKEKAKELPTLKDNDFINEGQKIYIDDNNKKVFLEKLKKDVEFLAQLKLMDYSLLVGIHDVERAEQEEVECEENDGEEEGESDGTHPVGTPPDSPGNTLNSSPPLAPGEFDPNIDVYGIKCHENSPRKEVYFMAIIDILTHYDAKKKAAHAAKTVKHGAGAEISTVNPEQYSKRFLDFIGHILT
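Single end-point luminescence (ADP-Glo) quantified ADP from PI5P4Kalpha turnover; ATP 5 microM final, 1 h at RT, 0.1% CHAPS and 0.28 mM EGTA in HEPES pH 7.4.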
FUS suppressor = rescues growth of FUS-expressing yeast; S. cerevisiae FUS-expressing, growth rescue, OD600, 24 h; Potency, µM (series often up to 76.6 µM), without a hit: at the top dose growth rescue (activation), most hits filed as activators; 390,000 tested, 0.24% active;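 also: potency is read from the fitted curve at half-maximal effect; plate controls were DMSO vehicle for no effect and reference control for full effect; nearly all actives have a fitted effect of over 55% in size; some results filed as inactive show a strong effect at the top dose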
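Compound concentration series was pinned onto galactose-induced FUS-expressing yeast seeded at OD 0.005. Plates sat 24hr at 30C; absorbance at 600 nm gave growth. DMSO served as background control.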
Abeta yeast res = restores growth of yeast expressing A-beta42 peptide; yeast expressing A-beta42, growth rescue, OD600, 48 h; response scale: 0% DMSO, 100% iron-clioquinol control; Potency, µM (top dose mostly 46.1 µM), without a hit: at the highest dose growth rescue, most hits filed as activators; 410,000 tested, 0.063% active; AID 1347071; also: potency is read from the fitted curve at half-maximal effect; nearly all actives have a fitted effect of over 55% in size
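Yeast A-beta toxicity model in growth medium with pinned compounds, 48 h at 30 C; growth read as absorbance at 600 nm. Normalized to FeCl3/clioquinol equimolar mix (positive) and DMSO (negative).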
EPAC1 agonist = EPAC1 (human) agonism; EPAC1 agonist qHTS, biochemical assay; response scale: 100% = response to 6.5 mM cAMP; 360,000 tested, 0.073% active; O95398; Potency, µM (doses to about 154 µM), for inactives: at the top dose activation, actives largely listed as activators; AID 720707; also: potency is read from the fitted curve at half-maximal effect; nearly all actives have a fitted effect of over 60% in size
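Nucleotide exchange by EPAC1 (100 nM) on Rap1B–BODIPY-GDP (250 nM) in the presence of 50 uM GDP is tracked fluorescently at 480/540 nm over 30 min. Signals are normalized to a 6.5 mM cAMP control.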
EPAC1 antag = EPAC1 (human) antagonism. AID 720709. 360,000 tested, 0.14% active. EPAC1 GEF assay, Rap1b-BODIPY-GDP exchange fluorescence. Potency, µM (series often up to 115 µM), inactives show at the top dose activity change, negative = inhibition, most hits filed as inhibitors. O95398;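 also: potency is read from the fitted curve at half-maximal effect; plate controls were vehicle for no effect and positive control for full effect; nearly all actives have a fitted effect of over 50% in size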
PLK1 PBD block = PLK1 (human) polo-box domain binding inhibition; Plk1 PBD binding of FITC phosphopeptide, fluorescence polarization; 360,000 tested, 2.8% active; Potency, µM, without a hit: max response, negative = inhibition, actives largely listed as inhibitors; AID 720504; P53350; also: potency is read from the fitted curve at half-maximal effect; series mostly up to about 57 µM; % is scaled to controls: 0 for no effect and ±100 for the full control effect; nearly all actives have a fitted effect of over 65% in size
Target sequence (P53350 whole entry, looked up, the tested form may be a part): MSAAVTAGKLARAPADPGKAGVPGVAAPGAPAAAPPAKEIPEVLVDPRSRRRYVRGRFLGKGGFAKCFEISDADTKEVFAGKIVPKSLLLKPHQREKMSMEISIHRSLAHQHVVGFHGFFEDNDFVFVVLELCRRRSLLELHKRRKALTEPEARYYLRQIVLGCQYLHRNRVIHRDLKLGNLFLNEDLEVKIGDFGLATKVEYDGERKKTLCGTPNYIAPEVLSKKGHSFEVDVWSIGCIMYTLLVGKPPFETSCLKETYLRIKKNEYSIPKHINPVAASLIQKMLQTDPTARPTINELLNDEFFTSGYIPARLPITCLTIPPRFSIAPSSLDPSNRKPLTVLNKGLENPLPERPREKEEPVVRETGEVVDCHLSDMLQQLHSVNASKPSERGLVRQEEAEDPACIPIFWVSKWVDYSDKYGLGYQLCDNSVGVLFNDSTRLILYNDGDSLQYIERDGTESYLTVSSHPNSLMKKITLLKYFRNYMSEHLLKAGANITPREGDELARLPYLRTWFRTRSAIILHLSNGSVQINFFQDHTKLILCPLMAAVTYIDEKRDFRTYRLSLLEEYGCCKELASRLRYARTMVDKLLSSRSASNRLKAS
Starred values were filed as active, the others as inactive; [ ] = dose if it differs, or a comment. Unless noted, calls follow the shape of the dose curve; as a rule, active = well fitted curve in the direction sought with a large enough effect; inconclusive = small, poorly fitted or top-dose-only effect, or another doubt; inactive = no such curve, though single readings can be large; an effect the other way counts as inactive or inconclusive.

Start of the data: the first 2 compounds, ahead of the listing:
Results for COc1ccccc1-c1cccc([C@@H]2C[C@H]3[C@H](CON3C)CN2C(=O)CCc2ccccc2)c1 ?
WRN inhibitor: -6%; IL-2 act: 0.7; PI5P4K alpha inh: 1; FUS suppressor: 40%; Abeta yeast res: -11%; EPAC1 agonist: -4%; EPAC1 antag: -2%; PLK1 PBD block: 0%

How did O=C(Nc1ccc(Cl)cc1)N[C@@H]1c2c(ccc3ccccc23)OC[C@@H]1CO do in these assays?
WRN inhibitor: -7%; IL-2 act: 1.7; FUS suppressor: 43%; Abeta yeast res: -8%; EPAC1 agonist: 7%; EPAC1 antag: -1%; PLK1 PBD block: -6%

Main list, from the first entry:
Results for COc1ccccc1-c1cccc([C@@H]2C[C@H]3[C@H](CON3C)CN2C(=O)CCc2ccccc2)c1 ?
WRN inhibitor: -6%; IL-2 act: 0.7; PI5P4K alpha inh: 1; FUS suppressor: 40%; Abeta yeast res: -11%; EPAC1 agonist: -4%; EPAC1 antag: -2%; PLK1 PBD block: 0%

How did O=C(Nc1ccc(Cl)cc1)N[C@@H]1c2c(ccc3ccccc23)OC[C@@H]1CO do in these assays?
WRN inhibitor: -7%; IL-2 act: 1.7; FUS suppressor: 43%; Abeta yeast res: -8%; EPAC1 agonist: 7%; EPAC1 antag: -1%; PLK1 PBD block: -6%

How did COc1ccc2c(c1)/C(=N/OC(=O)c1cccs1)CCC2 do in these assays?
WRN inhibitor: -10%; IL-2 act: 2.4; PI5P4K alpha inh: 0; FUS suppressor: 13%; Abeta yeast res: -46%[inhibitor]; EPAC1 agonist: 20%; EPAC1 antag: 4%; PLK1 PBD block: -5%

Results for NS(=O)(=O)c1ccc(CCNC(=O)COC(=O)/C=C/c2ccc(OC(F)F)cc2)cc1 ?
WRN inhibitor: -1%; IL-2 act: -2.5; PI5P4K alpha inh: -3; FUS suppressor: 4%; Abeta yeast res: 4%; EPAC1 agonist: -10%; EPAC1 antag: -13%; PLK1 PBD block: -7%

Results for O[C@@H]([C@H](O)[C@H](O)CBr)[C@H](O)CBr ?
WRN inhibitor: -2%; IL-2 act: -0.5; PI5P4K alpha inh: -62*; FUS suppressor: -39%; Abeta yeast res: -30%; EPAC1 agonist: -20%; EPAC1 antag: 4%; PLK1 PBD block: -12%

What do the screens show for `N#Cc1c(C(F)(F)F)cc(-c2cccs2)nc1N1CCCCC1`?
WRN inhibitor: 2%; IL-2 act: -1.3; PI5P4K alpha inh: 1; FUS suppressor: 12%; Abeta yeast res: 0%; EPAC1 agonist: 7%; EPAC1 antag: -12%; PLK1 PBD block: -4%

How did COc1ccc(NC(=O)CN2CCCCC2)c([N+](=O)[O-])c1 do in these assays?
WRN inhibitor: -6%; IL-2 act: -0.3; FUS suppressor: -6%; Abeta yeast res: -3%; EPAC1 agonist: -6%; EPAC1 antag: 8%; PLK1 PBD block: 1%

What do the screens show for `CCN(c1ccccc1C(=O)O)S(=O)(=O)c1ccc2[nH]c(=O)[nH]c2c1`?
WRN inhibitor: -12%[57.1 µM]; IL-2 act: -3.3; PI5P4K alpha inh: -5; FUS suppressor: 10%; Abeta yeast res: 11%; EPAC1 agonist: 1%; EPAC1 antag: -11%; PLK1 PBD block: -6%

Results for Cc1ccccc1N1CCN(C2CCCN(C(=O)CCN3CCCO3)C2)CC1 (stereo not given) ?
WRN inhibitor: -6%; IL-2 act: -1.1; PI5P4K alpha inh: 7; Abeta yeast res: 1%; EPAC1 agonist: -3%; EPAC1 antag: 7%; PLK1 PBD block: 0%

Results for CC1(C)CC(=O)C2=C(C1)OC(N)=C(C#N)C2c1ccoc1 (stereo not given) ?
WRN inhibitor: -4%; IL-2 act: 0.1; PI5P4K alpha inh: 4; FUS suppressor: -21%; Abeta yeast res: 11%; EPAC1 agonist: -8%; EPAC1 antag: 11%; PLK1 PBD block: 4%

Results for CCC(CC)C(=O)Nc1cc(C(=O)OC)ccc1C(=O)OC ?
WRN inhibitor: -17%; IL-2 act: -0.5; PI5P4K alpha inh: 12; FUS suppressor: 8%; Abeta yeast res: -21%; EPAC1 agonist: 6%; EPAC1 antag: 1%; PLK1 PBD block: -4%

What do the screens show for `COC(=O)C1=C(N)OC2=C(C(=O)CC(C)(C)C2)C1c1cc2c(cc1Cl)OCO2` (stereo not given)?
WRN inhibitor: 11%; IL-2 act: -4.5; PI5P4K alpha inh: 3; FUS suppressor: -3%; Abeta yeast res: 2%; EPAC1 agonist: -3%; EPAC1 antag: 2%; PLK1 PBD block: -6%

What do the screens show for `COc1ccc2c(c1)CCCC21NC(=O)N(CC(N)=O)C1=O` (stereo not given)?
WRN inhibitor: 5%; IL-2 act: -2.4; FUS suppressor: 5%; Abeta yeast res: 0%; EPAC1 agonist: -4%; EPAC1 antag: 3%; PLK1 PBD block: -7%

How did COC(=O)c1cc(S(=O)(=O)NCC2CCN(CCc3cccs3)CC2)cn1C do in these assays?
WRN inhibitor: 16%; IL-2 act: -0.7; PI5P4K alpha inh: 1; FUS suppressor: 14%; Abeta yeast res: 2%; EPAC1 agonist: 6%; EPAC1 antag: 0%; PLK1 PBD block: -16%

Results for CN1CCN(c2ccc(CNC(=O)c3cccc4c(-c5ccc(F)c(F)c5)coc34)cc2)CC1 ?
WRN inhibitor: -15%; IL-2 act: -0.6; PI5P4K alpha inh: 5; FUS suppressor: 37%; Abeta yeast res: -10%; EPAC1 agonist: 10%; EPAC1 antag: -15%; PLK1 PBD block: 6%

How did COc1ccccc1N1C(=O)[C@@H]2[C@H](C1=O)[C@H](C(=O)c1ccc(OC(C)=O)cc1)N1N=CC=C[C@@H]21 do in these assays?
WRN inhibitor: -23%; IL-2 act: 0.6; PI5P4K alpha inh: -20; FUS suppressor: inconclusive; Abeta yeast res: 10%; EPAC1 agonist: 6%; EPAC1 antag: 3%; PLK1 PBD block: inconclusive

What do the screens show for `COc1cccc(NC(=O)CSc2nnc(-c3ccc(C)cc3)o2)c1`?
WRN inhibitor: 5%; IL-2 act: -1.6; PI5P4K alpha inh: 3; FUS suppressor: -6%; Abeta yeast res: -6%; EPAC1 agonist: -8%; EPAC1 antag: -11%; PLK1 PBD block: 3%

What do the screens show for `O=C(NC1CCN(C(=O)NCc2ccccc2)CC1)c1ccccc1`?
WRN inhibitor: 10%[57.1 µM]; IL-2 act: -0.3; PI5P4K alpha inh: 1; FUS suppressor: -38%; Abeta yeast res: -13%; EPAC1 agonist: 11%; EPAC1 antag: -10%; PLK1 PBD block: -6%

What do the screens show for `CC1(C(=O)NS(=O)(=O)c2cccc(OC(F)F)c2)CCN1C(=O)CCc1cccs1` (stereo not given)?
WRN inhibitor: 8%; IL-2 act: 0.0; PI5P4K alpha inh: 2; FUS suppressor: 5%; Abeta yeast res: -7%; EPAC1 agonist: -14%; EPAC1 antag: 10%; PLK1 PBD block: 3%

How did Cn1c(SCc2ccc(C#N)cc2Cl)nc2ccccc21 do in these assays?
WRN inhibitor: -12%; IL-2 act: -1.8; FUS suppressor: 5%; Abeta yeast res: 5%; EPAC1 agonist: 12%; EPAC1 antag: 0%; PLK1 PBD block: -3%

What do the screens show for `COc1ccc(C(C)=O)cc1COC(=O)c1c(C)noc1C`?
WRN inhibitor: -5%; IL-2 act: -1.0; PI5P4K alpha inh: 10; FUS suppressor: -3%; Abeta yeast res: 6%; EPAC1 agonist: 4%; EPAC1 antag: 3%; PLK1 PBD block: -15%

Results for COC(=O)c1ccc(-c2noc(CN(C)CC3CCCCO3)n2)cc1 (stereo not given) ?
WRN inhibitor: 0%; IL-2 act: 2.3; PI5P4K alpha inh: 10; FUS suppressor: 10%; Abeta yeast res: -10%; EPAC1 agonist: 6%; EPAC1 antag: -10%; PLK1 PBD block: 4%

How did CN(C)c1nc(N(C)C)n(Cc2c(Cl)cccc2Cl)n1 do in these assays?
WRN inhibitor: 4%; IL-2 act: 2.7; PI5P4K alpha inh: 1; FUS suppressor: 10%; Abeta yeast res: -8%; EPAC1 agonist: 10%; EPAC1 antag: 10%; PLK1 PBD block: -6%

Results for CCOc1ccc(S(=O)(=O)NC(Cc2c[nH]c3ccccc23)C(=O)O)cc1 (stereo not given) ?
WRN inhibitor: -2%; IL-2 act: 1.0; PI5P4K alpha inh: 0; FUS suppressor: -19%; Abeta yeast res: -2%; EPAC1 agonist: -3%; EPAC1 antag: -21%; PLK1 PBD block: -13%

How did COc1ccc(C#CC2=CC(=O)CC(C)(C)C2)cc1 do in these assays?
WRN inhibitor: -10%; IL-2 act: -1.0; PI5P4K alpha inh: 1; FUS suppressor: -11%; Abeta yeast res: -29%; EPAC1 agonist: 8%; EPAC1 antag: -25%; PLK1 PBD block: -27%

Results for COc1ccccc1N1CCN(C(=O)c2cc(C)oc2C)CC1 ?
WRN inhibitor: 1%; IL-2 act: 0.7; PI5P4K alpha inh: 3; FUS suppressor: 11%; Abeta yeast res: -6%; EPAC1 agonist: -1%; EPAC1 antag: -5%; PLK1 PBD block: -17%

What do the screens show for `COc1ccc(N2CCN(C(=O)c3cc(N4C(=O)C5C6CCC(C6)C5C4=O)ccc3Cl)CC2)cc1` (stereo not given)?
WRN inhibitor: 3%; IL-2 act: 0.8; PI5P4K alpha inh: 5; Abeta yeast res: 5%; EPAC1 agonist: -13%; EPAC1 antag: -2%; PLK1 PBD block: -5%

Results for CCC(CC)c1nc2cc(OC)c(OC)cc2c(=O)o1 ?
WRN inhibitor: -3%; IL-2 act: -0.1; PI5P4K alpha inh: 2; FUS suppressor: 10%; Abeta yeast res: -5%; EPAC1 agonist: -2%; EPAC1 antag: 13%; PLK1 PBD block: -6%

How did COc1ccccc1Cn1c(=O)c2ccccc2n2c(SCC(=O)N3CCCCC3)nnc12 do in these assays?
WRN inhibitor: -13%; IL-2 act: 0.1; PI5P4K alpha inh: 18; Abeta yeast res: 17%; EPAC1 agonist: 5%; EPAC1 antag: 8%; PLK1 PBD block: -1%

Results for COc1ccc(C2SCCN2C(=S)Nc2ccc(Cl)cc2)cc1 (stereo not given) ?
WRN inhibitor: -1%; IL-2 act: -2.5; PI5P4K alpha inh: 8; Abeta yeast res: 5%; EPAC1 agonist: 10%; EPAC1 antag: -25%; PLK1 PBD block: -15%

Results for Cc1ccc(F)c(NC(=O)c2ccc(Cn3cc(Cl)cn3)cc2)c1 ?
WRN inhibitor: -3%; IL-2 act: -0.3; PI5P4K alpha inh: 0; FUS suppressor: 28%; Abeta yeast res: 0%; EPAC1 agonist: -5%; EPAC1 antag: -20%; PLK1 PBD block: -6%
